Vif-A3G inh: Vif-A3G binding inhibition; Q9HC16; HeLa A3G-eYFP + Vif (tagged APOBEC3G with the HIV-1 protein that degrades it), YFP fluorescence, overnight; Potency, µM (series often up to 46.1 µM), for inactives: top-dose activity, negative = active, hits mostly inhibitors; hit rate 0.076% among 410,000; AID 602310;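 also: % is scaled to controls: 0 for no effect and ±100 for the full control effect; nearly all actives have a fitted effect of over 60% in size; hits raise eYFP signal because A3G escapes Vif-driven loss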
Target sequence (Q9HC16 whole entry, looked up): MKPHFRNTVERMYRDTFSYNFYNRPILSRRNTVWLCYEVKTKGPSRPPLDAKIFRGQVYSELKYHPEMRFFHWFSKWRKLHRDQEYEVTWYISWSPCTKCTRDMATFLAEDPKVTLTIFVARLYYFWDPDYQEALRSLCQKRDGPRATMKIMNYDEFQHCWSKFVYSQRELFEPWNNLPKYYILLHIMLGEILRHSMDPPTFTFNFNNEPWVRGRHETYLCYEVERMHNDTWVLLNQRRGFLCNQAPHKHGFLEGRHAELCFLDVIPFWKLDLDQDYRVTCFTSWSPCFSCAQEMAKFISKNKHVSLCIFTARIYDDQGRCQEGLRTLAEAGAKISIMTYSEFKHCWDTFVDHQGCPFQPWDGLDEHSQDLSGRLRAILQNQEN
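Read-out is eYFP fluorescence (Ex 488/Em 500-530) from Vif-expressing HeLa A3G-eYFP cells; more signal means A3G escaped Vif-mediated degradation. Cells plated overnight, compound pinned in, incubated overnight at 37 deg C.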
RXFP1 ag: RXFP1 (human) receptor agonism; Q9HBX9; HEK293T-RXFP1 cAMP TR-FRET, 30 min; response scale: percent of porcine relaxin response, buffer zero; Potency, µM (highest dose often 57.5 µM), without a hit: top-dose activation, actives largely listed as activators; hit rate 0.3% among 370,000; AID 2676; also: % is scaled to controls: 0 for no effect and ±100 for the full control effect; nearly all actives have a fitted effect of over 60% in size; many of its hits are not listed in these tables
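HEK293T cells stably expressing RXFP1 were pretreated with the PDE4 inhibitor Ro 20174, exposed to compounds for 30 min at 37C, lysed, and cAMP was read by TR-FRET. Data normalized to buffer (basal) and 29 nM porcine relaxin (100%).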
rTrxR1 inhibitor: rat TrxR1 inhibition. Potency, µM (titrated, usually from 114 µM), for the others: top-dose activity change, negative = inhibition, hits mostly inhibitors. O89049. hit rate 1% among 390,000. AID 588453. recombinant rTrxR1, NADPH fluorescence consumption, selenite substrate; also: % is scaled to controls: 0 for no effect and ±100 for the full control effect; nearly all actives have a fitted effect of over 65% in size
Target sequence (O89049 whole entry, looked up): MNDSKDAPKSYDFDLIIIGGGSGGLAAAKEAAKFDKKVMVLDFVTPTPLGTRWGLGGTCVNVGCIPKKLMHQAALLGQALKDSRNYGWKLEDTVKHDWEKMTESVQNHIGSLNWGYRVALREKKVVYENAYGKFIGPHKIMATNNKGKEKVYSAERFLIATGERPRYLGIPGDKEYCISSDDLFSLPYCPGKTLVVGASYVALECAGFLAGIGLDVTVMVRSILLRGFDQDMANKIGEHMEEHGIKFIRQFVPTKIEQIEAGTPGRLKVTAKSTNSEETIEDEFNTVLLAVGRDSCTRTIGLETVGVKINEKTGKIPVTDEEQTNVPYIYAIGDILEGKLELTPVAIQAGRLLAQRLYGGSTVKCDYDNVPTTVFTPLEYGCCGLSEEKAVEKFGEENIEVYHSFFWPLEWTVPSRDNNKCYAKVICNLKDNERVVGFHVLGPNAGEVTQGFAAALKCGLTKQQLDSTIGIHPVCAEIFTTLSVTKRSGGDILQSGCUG
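Rat TrxR1 (90 nM in the dispensed reagent) was pre-reduced with 400 uM NADPH for 5 min at room temperature, then incubated with compound for 15 min. After 400 uM selenite was added, NADPH fluorescence (Ex 340/Em 450 nm) was followed for 8 min.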
Vif-A3F inh: inhibitors of Vif-A3F interaction; HeLa A3F-eYFP + Vif (tagged APOBEC3F with the HIV-1 protein that degrades it), YFP fluorescence increase; Potency, µM (top dose mostly 46.1 µM), inactives show at the top dose activity, negative = active; hit rate 0.2% among 390,000; AID 602313; also: % of control where 0% means no effect; nearly all actives have a fitted effect of over 65% in size
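HeLa cells stably expressing Vif plus C-terminally eYFP-tagged A3F were seeded, incubated overnight at 37 deg C, dosed with compound, incubated overnight again at 37 deg C. Yellow fluorescence (Ex 488/Em 500-530) reported blocked Vif-mediated A3F-eYFP degradation.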
RGS4 inh: inhibitors of human regulator of G protein signaling 4 | P49798 | Transcreener GDP fluorescence polarization, RGS4-accelerated GTP hydrolysis | Potency, µM (highest dose often 114 µM), for the others: at the highest dose activity change, negative = inhibition, actives largely listed as inhibitors | hit rate 0.039% among 390,000 | AID 504845; also: % is scaled to controls: 0 for no effect and ±100 for the full control effect; nearly all actives have a fitted effect of over 75% in size; some results filed as inactive show a strong effect at the top dose
Target sequence (P49798 whole entry, looked up): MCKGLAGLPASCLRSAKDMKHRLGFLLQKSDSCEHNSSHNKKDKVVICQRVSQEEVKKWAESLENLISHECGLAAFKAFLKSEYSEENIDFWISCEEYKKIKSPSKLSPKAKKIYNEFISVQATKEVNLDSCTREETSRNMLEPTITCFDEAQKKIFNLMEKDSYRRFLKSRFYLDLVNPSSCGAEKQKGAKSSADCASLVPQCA
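MLSMR compounds (23 nl, pin-transferred) preincubated 10 min at room temperature with a 500nM (2x) first reagent, then RGS4 at 900nM (2x) plus Transcreener GDP mix added; fluorescence polarization (620/688 nm) read before and after 90 min at 30 °C.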
TrxR1 substrate: substrates of rat thioredoxin reductase 1 | purified TrxR1 substrate turnover, NADPH consumption readout | Potency, µM (highest dose often 114 µM), inactives show top-dose activity change, negative = substrate turnover | hit rate 0.01% among 390,000 | AID 588456; also: % is scaled to controls: 0 for no effect and ±100 for the full control effect; nearly all actives have a fitted effect of over 50% in size
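Rat TrxR1, dispensed at 90 nM, was prereduced with 400 uM NADPH (final) for 5 min at ~22 deg C, then incubated with compound 15 min before 400 uM selenite. A first-read NADPH fluorescence drop versus no-compound background flagged substrates.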
USP1 inh: blocks the human USP1/UAF1 deubiquitinase complex; O94782; recombinant USP1/UAF1, Ub-Rhodamine cleavage fluorescence; Potency, µM (doses to about 57.1 µM), without a hit: at the top dose activity change, negative = inhibition, hits mostly inhibitors; hit rate 0.23% among 390,000; AID 743255; also: % is scaled to controls: 0 for no effect and ±100 for the full control effect; nearly all actives have a fitted effect of over 60% in size; inactives centre near -12
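High-throughput fluorogenic screen: 1nM USP1/UAF1 complex, Ub-Rho substrate 150nM final, 50mM HEPES pH 7.8 with 0.5mM EDTA, 0.1 mg/ml BSA, 1mM TCEP and 0.01% Tween-20.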
mIDH1 inhibitor: blocks human mutant IDH1 R132H enzyme; O75874; IDH1-R132H enzyme, NADPH consumption, diaphorase/resazurin fluorescence; Potency, µM (titrated, usually from 76.6 µM), without a hit: top-dose activity change, negative = inhibition, most hits filed as inhibitors; hit rate 0.093% among 390,000; AID 602179; also: % is scaled to controls: 0 for no effect and ±100 for the full control effect; nearly all actives have a fitted effect of over 65% in size
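IDH1-R132H (0.5 ug/mL dispensed) in pH 7.5 Tris buffer was preincubated 30 min with compound, then given a substrate mix of 0.016 mM NADPH and 2 mM alpha-KG for 80 min at room temperature; remaining NADPH was read by diaphorase/resazurin fluorescence.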
12-LOX inh: blocks human arachidonate 12S-lipoxygenase | P18054 | hit rate 1.1% among 580,000 | AID 1671190 | purified 12hLO, xylenol orange hydroperoxide absorbance | Potency, µM (highest dose often 108 µM), for the others: top-dose activity change, negative = inhibition, hits mostly inhibitors; also: % is scaled to controls: 0 for no effect and ±100 for the full control effect
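Purified human 12hLO (150 nM final) in 25 mM Hepes, 0.01% Triton X-100, pH 7.0 was preincubated 15 min at room temperature with compound. Then 40 uM arachidonic acid was added, 30 min. Hydroperoxide was read by Fe-XO absorbance ratio 573/405 nm.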
An asterisk follows results filed as active; ? = inconclusive; nt = not tested or not shown; & = joins results of further samples; [ ] = dose if it differs, or a comment. Calls follow the shape of the dose curve; as a rule, active = well fitted curve in the direction sought with a large enough effect; inconclusive = small, poorly fitted or top-dose-only effect, or another doubt; inactive = no such curve, though single readings can be large; an effect the other way counts as inactive or inconclusive. Potency is read from the fitted curve at half-maximal effect.

SMILES	Vif-A3G inh	RXFP1 ag	rTrxR1 inhibitor	Vif-A3F inh	RGS4 inh	TrxR1 substrate	USP1 inh	mIDH1 inhibitor	12-LOX inh
Cc1ccc(-n2nnnc2SCC(=O)Nc2cccnc2Cl)cc1	-5%	2.6%	6%	-1%	-39%	-1%	-20%	6%	-10%
CCC(=O)NC(=S)NNC(=O)c1ccc(OC)cc1	1%	-2.0%	?	6%	?	-3%[57.1 µM]	8%	-2%	2%
COc1ccccc1OCCCC(=O)Nc1ccc(N2CCOCC2)cc1	3%	1.0%	-5%	-3%	-11%	-12%	-10%	-3%	3%
COc1ccc([N+](=O)[O-])cc1C(=O)C(=O)c1ccccc1	-4%	-0.1%	40%[11.4 µM]	-9%	7%	-7%	-5%	-4%	?
CCO[C@@H]1OC(C(=O)Nc2ccccc2)=C[C@H](c2csc3ccccc23)[C@H]1CCCO	4%	-0.1%	26%	-3%	-7%	-2%	-18%	-10%	?
COc1cccc(CN2CC(C(=O)NCCCc3ccncc3)CCC2=O)c1 (stereo not drawn)	-1%	2.5%	1%	-4%	20%	2%	-1%	5%	6%
O=C(Nc1ccccc1)C(Cc1ccccc1)c1ccccc1 (stereo not drawn)	0%	nt	-6%[11.4 µM]	-1%	-47%	-2%[11.4 µM]	-15%	2%	?
Cc1ccc(NC(=O)C(C)c2ccc(-c3ccccc3)c(F)c2)cc1 (stereo not drawn)	-7%	0.4%	-3%	nt	15%	-2%	-16%	0%	428%[activator]
CCOc1nc(NC2CCCCC2)nc(NC(C)(C)C)n1	-6%	0.0%	3%	10%	-12%	-5%	-19%	-2%	-23%
CCn1c(-c2ccco2)n[nH]c1=S	-6%	9.5%	-18%	-1%	-32%[11.4 µM]	26%	-8%	2%	?
COC(=O)/C(=C1/Oc2ccc(C)cc2S1)C(F)(F)F	4%	0.2%	23%	1%	11%	3%	0%	4%	-9%
CCOC(=O)C1=C(C)NC(=O)NC1/C(C)=C/c1ccccc1 (stereo not drawn)	-2%	1.3%	1%	-5%	9%	0%	-7%	-2%	-26%
CC(Nc1c([N+](=O)[O-])c(=O)oc2ccccc12)c1ccccc1 (stereo not drawn)	0%	5.6%	-11%	-7%	13%	-8%	-19%	8%	5%
CCCNC(=O)CSc1nccn1Cc1ccco1	2%	-1.4%	11%[57.1 µM]	6%	3%	7%	-11%	5%	-1%
COC(=O)C(Cc1ccccc1)NC(=O)c1cccc(S(=O)(=O)N(C)C)c1 (stereo not drawn)	-5%	-0.8%	24%[57.1 µM]	7%	2%	13%	-4%	-1%	-28%
COc1ccccc1NC(=O)CSc1nc2c(oc3ccccc32)c(=O)n1C	0%	-1.3%	32%	-17%	2%	7%	-28%	2%	-4%
O=C(Nc1ccon1)c1ccc(Br)o1	-7%	0.5%	21%	0%	-9%	7%	-15%	-3%	10%
Cc1cc(C)cc(Oc2nc3c(C)cccn3c(=O)c2/C=C(\C#N)c2nc3ccccc3s2)c1	0%	-1.1%	45%[activator]	2%	-16%	19%	-20%	-1%	?
CN(c1ccccc1)S(=O)(=O)c1ccc(C(=O)Nc2nnc(C3CC3)s2)cc1	-3%	0.8%	8%	6%	-10%	7%	-10%	5%	52%[activator]
Cc1ccc(C)n1-c1ccc(C(=O)NCc2ccncc2)cc1	1%	0.5%	45µM*	0%	-2%[56.9 µM]	0%	-20%	6%	0%
CCC(Sc1nc(C)cc(=O)[nH]1)C(=O)Nc1ccc(Cl)cn1 (stereo not drawn)	-5%	1.0%	9%	-2%	-7%	1%	-24%	1%	-25%
CC1CCCN(Cc2c(O)ccc3c(=O)c(-c4ccccc4Cl)c(C(F)(F)F)oc23)C1 (stereo not drawn)	nt	5.1%	11%	nt	7%	6%	3%	nt	-13%
COc1cccc(O)c1CN1CCC(Oc2ccc(C(=O)NCc3ccccn3)cc2)CC1	2%	-2.8%	26%	4%	-6%[56.9 µM]	0%	-15%	-2%	12%
Fc1ccccc1OCCSc1nnnn1-c1ccccc1	-9%	-0.5%	31%	-5%	-5%	4%	-9%	13%	14%
CCOCCCNC(=O)CN1C(=O)COc2ccc(S(=O)(=O)N3CC(C)CC(C)C3)cc21 (stereo not drawn)	-2%	-2.8%	15%	-1%	-2%[11.4 µM]	4%	-21%	-8%	-1%
COc1cc(NC(=O)CCn2c(=O)oc3ccccc32)cc(OC)c1OC	2%&0%	2.5%&4.5%	11%&8%	-15%&2%	10%&-11%	1%&4%	-8%&-20%	-5%&16%	-52%&11%
O=C(O)c1cc(O)c2c(c1)[C@H]([C@H]1c3cc(C(=O)O)cc(O)c3C(=O)c3c(O[C@@H]4O[C@H](CO)[C@@H](O)[C@H](O)[C@H]4O)cccc31)c1cccc(OC3O[C@H](CO)[C@@H](O)[C@H](O)[C@H]3O)c1C2=O (stereo partly drawn)	1%	-3.9%	79µM*	-1%	-55%	-15%	7.1µM*	-14%	?
COc1ccc(NC(=O)[C@@H](NC(=O)N2C[C@H]3C[C@@H](C2)c2cccc(=O)n2C3)C(C)C)cc1OC	2%	-0.7%	-17%	-2%	32%	-12%	9%	-13%	12%
O=C(O)CN1C(=O)C2C3CCC(C3)C2C1=O (stereo not drawn)	3%	nt	nt	0%	nt	nt	-16%	14%	16%
CC1CCCN(C(=O)COC(=O)CNC(=O)c2sc3ccccc3c2Cl)C1 (stereo not drawn)	-5%	?	1%	-7%	-25%	2%	-11%	5%	21%
Cc1ccccc1OCCSc1nnc(-c2cccs2)o1	0%	4.0%	24%	-4%	-8%	15%	-13%	0%	-10%
C[C@@H]1CN([C@@H](C)CO)C(=O)c2cc(NC(=O)Nc3ccc4c(c3)OCO4)ccc2O[C@H]1CN(C)S(=O)(=O)c1ccc(F)cc1	0%	nt	5%	3%	23%	-6%	?	9%	-16%
CC1=NN(CCC#N)C(=O)/C1=C/c1ccc(N(C)C)cc1	-1%	0.5%	4%[57.1 µM]	1%	-17%	1%[57.1 µM]	-25%	8%	15%
COc1ccc(NC(C)C(=O)N/N=C/c2cc(Br)ccc2OC)cc1 (stereo not drawn)	-4%	0.3%	10%[57.1 µM]	2%	-11%	6%[57.1 µM]	-12%	30%	4%
O=C(CSc1nnc(CNc2ccc(F)cc2)n1Cc1ccco1)N1CCCC1	-1%	0.0%	?	1%	3%	1%	-13%	5%	0%
CN(Cc1ccccc1)S(=O)(=O)c1ccc(OCC(=O)N2CCOCC2)cc1	-5%	-5.7%	5%	-4%	-12%	10%	-18%	2%	18%
Cc1occc1C(=O)N1CCN(S(C)(=O)=O)CC1	-3%	1.7%	11%	-1%	27%	6%	-12%	12%	5%
CCOC(=O)N1CCN(Cc2nc3cc(NC(=O)CC)ccc3n2C(C)C)CC1	?	3.6%	25%	-11%	1%	3%	-14%	-13%	-1%
COCCn1c(-c2ccc(C)cc2)nc2oc3cc(OC)ccc3c(=O)c2c1=O	3%	-1.8%	10%	1%	-3%	-6%	-10%	16%	214%[activator]
O=C(Nc1ccc(F)cc1F)c1noc2c1CCc1ccccc1-2	3%	0.0%	17%	2%	-15%	-1%	?	-4%	-4%
Cc1cc(C)nc(N(C#N)Cc2cccc([N+](=O)[O-])c2)n1	1%	2.3%	18%	3%	-4%	1%	-21%	0%	1%
CCOc1ccc(S(=O)(=O)N2CCC(C(=O)Nc3ccc(C)c(S(=O)(=O)N4CCOCC4)c3)CC2)cc1	4%	nt	37%	-2%	-12%	5%	-19%	6%	-1%
COc1ccc([C@@H]2[C@@H]3C(=O)N(C(C)(C)C)C(=O)[C@@H]3[C@]3(C)C(=O)N(c4ccc(C)cc4)C(=O)N23)cc1	0%	3.2%	13%	-3%	-16%	5%[57.1 µM]	-27%	-13%	-20%
NC(=O)[C@@H]1CCCN1C(=O)c1ccc2nc(Cc3cccc(Cl)c3)oc2c1	-6%	1.2%	5%	1%	-4%	-4%	-17%	-2%	10%
COc1nc(N2CCOCC2)nc(C)c1[N+](=O)[O-]	-1%	1.1%	24%	-5%	-4%	6%	1%	6%	-21%

A portion of the results above, as a working copy:
SMILES	Vif-A3G inh	RXFP1 ag	rTrxR1 inhibitor	Vif-A3F inh	RGS4 inh	TrxR1 substrate	USP1 inh	mIDH1 inhibitor	12-LOX inh
NC(=O)[C@@H]1CCCN1C(=O)c1ccc2nc(Cc3cccc(Cl)c3)oc2c1	-6%	1.2%	5%	1%	-4%	-4%	-17%	-2%	10%
COc1nc(N2CCOCC2)nc(C)c1[N+](=O)[O-]	-1%	1.1%	24%	-5%	-4%	6%	1%	6%	-21%

One compound at a time (already shown). Screens in order: Vif-A3G inh	RXFP1 ag	rTrxR1 inhibitor	Vif-A3F inh	RGS4 inh	TrxR1 substrate	USP1 inh	mIDH1 inhibitor	12-LOX inh
`NC(=O)[C@@H]1CCCN1C(=O)c1ccc2nc(Cc3cccc(Cl)c3)oc2c1` across the screens: -6%	1.2%	5%	1%	-4%	-4%	-17%	-2%	10%
`Cc1cc(C)nc(N(C#N)Cc2cccc([N+](=O)[O-])c2)n1` across the screens: 1%	2.3%	18%	3%	-4%	1%	-21%	0%	1%
`CCOc1ccc(S(=O)(=O)N2CCC(C(=O)Nc3ccc(C)c(S(=O)(=O)N4CCOCC4)c3)CC2)cc1` across the screens: 4%	nt	37%	-2%	-12%	5%	-19%	6%	-1%

Compound activity (PubChem)

This is a subset (hit frequency here may not be typical).
